Compound activity as filed in PubChem BioAssay.
UGM FP inh – blocks M. tuberculosis UGM enzyme | P9WIQ1 | inhibition, % at 10 µM | purified UGM, fluorescence polarization probe displacement | 0.06% of 320,000 active; in the data active = inhibition above about 10%, passing the limit was not always enough
Target sequence (P9WIQ1 whole entry, looked up): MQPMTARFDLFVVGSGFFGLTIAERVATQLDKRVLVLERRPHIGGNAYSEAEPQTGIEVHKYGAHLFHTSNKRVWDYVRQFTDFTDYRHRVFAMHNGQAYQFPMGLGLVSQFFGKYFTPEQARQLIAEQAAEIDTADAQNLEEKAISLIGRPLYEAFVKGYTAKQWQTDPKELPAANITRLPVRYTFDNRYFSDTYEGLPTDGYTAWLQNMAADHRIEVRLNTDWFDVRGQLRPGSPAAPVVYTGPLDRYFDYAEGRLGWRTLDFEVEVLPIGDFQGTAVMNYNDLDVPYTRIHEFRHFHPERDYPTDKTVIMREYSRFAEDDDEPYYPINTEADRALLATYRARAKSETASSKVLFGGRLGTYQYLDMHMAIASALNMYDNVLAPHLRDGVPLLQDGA
PfHsp40 yeast – rescue of PfHsp40-mediated yeast toxicity | S. cerevisiae expressing PfHsp40, growth rescue, ATP luminescence | 0.68% of 340,000 active | growth rescue, % at 12.5 µM; in the data active = growth rescue above about 28%, passing the limit was not always enough;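 also: yeast W303a lacking pdr1 and pdr3 grown in galactose medium; growth measured after three days at 30 °C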
FadD28 FP inh – inhibitors of Mycobacterium tuberculosis FadD28 bisubstrate binding | inhibition, % at 12.5 µM | 0.22% of 360,000 active | FadD28 bisubstrate probe binding, fluorescence polarization | AID 588549; in the data active = inhibition above about 8.5%, passing the limit was not always enough
BH1578 lux ind – induces V. cholerae light production without autoinducers. V. cholerae BH1578 lux reporter, luminescence, 6 h. 0.16% of 350,000 active. activation, % at 18.7 µM; in the data active = activation mostly above about 9.7%, no sharp cut-off; also: not every result past the cut was called active; inactives centre near 0; reference of the scale not given here
Mtb BioA inh – blocks M. tuberculosis BioA enzyme activity. 0.096% of 360,000 active. inhibition, % at 9.99 µM. purified M. tuberculosis BioA enzyme, plate reader; in the data active = inhibition above about 40%
Y pestis TopoI – Y. pestis Topo-I inhibition via cleavage products; activity, % at 10 µM; 0.064% of 360,000 active; Y. pestis Topo-I cleavage product accumulation, plate reader; AID 504884; in the data active = activity above about 50%, passing the limit was not always enough; also: inactives centre near 2
TcdB GH inh – TcdB glycohydrolase inhibition | inhibition, % at 9.99 µM | P18177 | 0.24% of 350,000 active | TcdB glycohydrolase enzymatic assay, plate reader; in the data active = inhibition above about 10%
GDH-TPI inh – GDH-TPI coupled enzyme inhibition counter-screen; inhibition, % at 4.8 µM; 1.2% of 360,000 active; GDH-TPI coupled enzyme counterscreen, NADH absorbance; in the data active = inhibition above about 30%;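 also: 0% = DMSO wells and 100% = wells lacking the enzyme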
FBA Mtb inh – inhibits M. tuberculosis FBA enzyme; inhibition, % at 1 µM; 2.3% of 360,000 active; purified M. tuberculosis FBA, fluorescence read-out; AID 588726; P9WQA3; in the data active = inhibition above about 27%;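 also: 0% = vehicle and 100% = reference inhibitor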
Target sequence (P9WQA3 whole entry, looked up): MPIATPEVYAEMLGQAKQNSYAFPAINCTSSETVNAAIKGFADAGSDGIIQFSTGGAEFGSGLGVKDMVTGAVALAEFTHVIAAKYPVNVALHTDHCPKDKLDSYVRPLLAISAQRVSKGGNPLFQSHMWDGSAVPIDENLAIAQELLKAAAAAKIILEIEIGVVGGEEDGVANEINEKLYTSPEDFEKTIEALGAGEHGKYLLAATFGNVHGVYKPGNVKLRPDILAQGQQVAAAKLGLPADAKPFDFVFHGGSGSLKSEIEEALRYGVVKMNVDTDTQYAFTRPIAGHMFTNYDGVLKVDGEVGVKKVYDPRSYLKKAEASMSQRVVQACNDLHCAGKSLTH
* = called active by the depositor; i = inactive; . = not tested or not shown; + = active, no number. The order is random; 4.6% or so of the library scored in one or more.

SMILES	UGM FP inh	PfHsp40 yeast	FadD28 FP inh	BH1578 lux ind	Mtb BioA inh	Y pestis TopoI	TcdB GH inh	GDH-TPI inh	FBA Mtb inh
CCOc1ccc(NC(=O)COC(=O)C2C3CC4OC(=O)C2C4C3)cc1 (stereo not drawn)	1.9	0.6	-0.3	-0.5	-0.7	-2	0.8	12	-2
N#Cc1c2c(c(-c3ccccc3)[nH]c1=O)CCCC2	.	5.8	-3.2	-4.0	0.2	-1	1.8	5	10
O=c1c2ccccc2nc(-c2ccc(Cl)cc2Cl)n1-c1nccs1	-1.9	-1.2	-2.0	i	1.0	-3	.	9	0
O=C(Nn1cnnc1)c1cc(-c2cccc(Br)c2)nc2ccccc12	-2.5	0.8	-0.6	-0.4	-0.7	-3	-0.4	15	-1
Cc1ccccc1NC(=O)c1cccc2nc3ccccc3nc12	-1.6	1.3	-2.0	i	-0.7	7	.	6	-1
Cc1ccc(NC(=O)c2ccc(NCc3ccco3)c([N+](=O)[O-])c2)cc1Cl	0.2	-0.5	-2.4	-0.4	-0.7	-12	.	5	1
c1cncc(CNCCN2CCNCC2)c1	.	-0.7	-0.9	1.1	0.3	0	-0.1	11	2
COc1cccc(CN2CCNC(=O)C2CC(=O)N(C)C2CCOCC2)c1OC (stereo not drawn)	0.8	2.6	-0.9	i	1.8	14	1.6	-1	0
COc1ccccc1CNC(=O)CN1NS(=O)(=O)c2ccccc2C1=O	-1.7	1.5	-0.1	i	-1.5	-2	0.9	3	15
CCOC(=O)N1CCN(C(=O)c2ccc3nc4cc(Cl)ccc4c(=O)n3c2)CC1	1.4	1.0	-2.4	-0.6	0.6	0	.	-7	5
COc1cccc(CN2CCNC(=O)C2CC(=O)N(C)C2CCOCC2)c1 (stereo not drawn)	-0.1	-0.4	-1.2	-0.4	-4.7	0	-0.8	8	4
CC1=C(C(=O)Nc2ccccc2)C(c2ccncc2)C(C#N)=C(SCC(=O)NC2CC2)N1 (stereo not drawn)	0.7	-0.4	2.0	i	.	-8	.	5	-1
Cc1sc2nc(SCC(=O)OC(C)C)n(C)c(=O)c2c1C	.	-0.3	-2.4	-0.4	.	4	.	21	0
CCc1nc(CN2CCN(c3ccc(C(F)(F)F)cn3)CC2)c(C)[nH]1	2.3	5.9	0.7	-0.7	-1.3	-4	0.6	-5	0
CC(C)Cn1c(SCC(=O)NC(=O)NC2CCCC2)nc2ccccc21	-1.3	1.7	-3.0	6.7	-0.8	31	-0.1	2	-4
CC(=O)NCC(=O)OCC(=O)N1c2ccccc2Sc2ccccc21	-0.1	-0.5	-4.0	-0.2	0.1	5	0.1	-6	0
C=C1CC(C)OC(c2ccccc2OCC(O)CN2CCCCC2)C1 (stereo not drawn)	-0.6	0.3	-2.5	1.2	-0.6	5	0.5	5	-1
Cc1ccc(NC(=O)Nc2ccccc2C#N)c(Cl)c1	1.3	-0.2	-4.1	.	-0.2	-9	.	3	11
O=C(Cc1ccccc1)NCC(=O)OCC(=O)c1ccc(F)cc1	-1.2	-1.7	-3.5	-0.1	-0.6	-2	0.6	-7	-2
Cc1ccc2nsnc2c1S(=O)(=O)N1CCN(CCc2ccccc2)CC1	0.8	-1.1	-1.9	-0.7	0.1	30	.	9	0
Cc1ccc2c(c1)c(N=Nc1cccc(C(=O)O)c1)c(O)n2C	1.0	-0.3	1.3	0.8	.	-7	.	2	-4
COc1ccc(NC(C)=O)cc1NC(=O)c1ccc2ccccc2c1	1.1	-0.4	-1.2	-0.3	0.2	-10	0.6	7	3
CCOCC(=O)Nc1ccccc1C(=O)OCC	-0.3	-2.2	-2.4	-0.7	-1.0	2	.	7	5
Cc1cc(NCc2ccccc2)nc2ccccc12	-1.4	-0.6	-0.5	.	0.9	1	.	0	6
COc1ccc(C(C)NS(=O)(=O)Cc2ccccc2)cc1 (stereo not drawn)	-0.3	-1.3	-1.7	-4.1	2.0	6	0.0	15	7
O=C1CCCN1CC(O)CS(=O)(=O)c1ccc(Cl)cc1 (stereo not drawn)	-0.8	-0.4	-1.9	-3.5	-2.4	5	.	-4	-1
CCCn1c(=O)c2c(nc3n2CCCN3Cc2ccccc2)n(C)c1=O	-2.1	-0.8	-0.2	i	20	2	-0.1	-3	-2
COc1cc2c(cc1OC)CN(CC(=O)NC(=O)NCc1ccco1)CC2	0.1	0.5	0.8	-0.2	0.0	18	0.5	5	18
COc1cccc(NC(=O)CN(C)C(=O)CSCC(=O)Nc2ccc(C)cc2)c1	1.8	6.5	-3.0	-0.6	-4.1	1	1.3	11	-2
CC1=CN2C(=NC(=O)CC2(C)C(=O)N(CC(=O)NC2CCCC2)Cc2ccccc2)C=C1 (stereo not drawn)	-2.3	-0.1	0.3	-0.2	-0.1	-4	1.3	-2	124*

Looked up above:
In UGM FP inh, O=C(Cc1ccccc1)NCC(=O)OCC(=O)c1ccc(F)cc1 is entered as -1.2
In PfHsp40 yeast, C=C1CC(C)OC(c2ccccc2OCC(O)CN2CCCCC2)C1 (stereo not drawn) is entered as 0.3

More compounds follow:
SMILES	UGM FP inh	PfHsp40 yeast	FadD28 FP inh	BH1578 lux ind	Mtb BioA inh	Y pestis TopoI	TcdB GH inh	GDH-TPI inh	FBA Mtb inh
CCCCC1(C)NC(=S)N2N1C(=S)NC2(C)CCCC (stereo not drawn)	2.0	0.7	-1.7	0.8	-0.9	4	0.9	8	2
COc1ccc(-c2c(C#N)sc(C(N)=O)c2-c2ccc(OC)cc2)cc1	-0.3	1.4	-1.4	-0.4	.	-5	0.4	18	-3
O=C(Nc1cnccn1)Nc1ccccc1Cl	-5.3	0.0	-4.8	i	-0.4	-8	-3.1	10	20
Cc1ccc(CNC(=O)COC(=O)c2cc(=O)[nH]c3ccccc23)cc1	0.0	-0.5	-1.2	i	-2.6	8	-0.8	15	3
CCOc1ccccc1NC(=O)CCS(=O)(=O)c1cccc2nonc12	-2.2	-2.1	-1.6	-0.7	-0.7	-2	.	4	8
CCOc1ccccc1CNC(=O)CCn1ccc2cc(S(=O)(=O)N3CCCCC3)ccc21	-1.5	2.3	-4.6	-7.1	-2.1	30	0.5	8	0
CSCCC(NC(=O)c1c(C)oc2c1CCCC2)C(=O)O (stereo not drawn)	2.0	-0.9	-1.6	i	-2.6	1	.	7	-6
CC(C)(C)OC(=O)N[C@H](C(=O)OC(C)(C)C)c1ccccc1	-0.3	-1.1	-2.1	-0.8	-5.5	-10	0.8	0	0
O=C(CN1CCN(c2ccccn2)CC1)Nc1ccccc1	-1.2	26*	-1.6	i	0.4	-5	.	9	4
CN(C)S(=O)(=O)c1cc(NC(=O)CN2CCOCC2)ccc1Cl	0.7	0.1	-1.0	-0.4	.	3	0.9	5	5
CSc1nnc(-c2cc3ccccc3cc2O)n1C	-0.9	1.2	-5.2	-0.6	9.0	1	.	0	14
S=C(NCc1ccccc1)NN1CCOCC1	-0.8	0.6	-0.3	-0.3	.	7	0.4	-2	9
OCC1CCCN(C(=S)Nc2ccc(Nc3ccccc3)cc2)C1 (stereo not drawn)	0.3	-0.2	-1.1	i	1.4	-1	11*	0	4
CCCc1ccc(NS(=O)(=O)c2c(C)oc(C)c2C(=O)OC)cc1	-0.4	0.4	-0.5	-1.1	0.0	33	-0.2	2	0
Cc1onc(-c2ccccc2)c1-c1nc2cc(Cl)ccc2c(=O)o1	2.8	0.2	-4.9	-0.4	0.4	-1	-0.1	-6	3
COC(=O)Cc1[nH]n(-c2nc3ccccc3s2)c(=O)c1C(C)=O	-1.2	-0.6	1.9	+	-3.1	-6	.	-3	7
CCOC(=O)C(NC(=O)NC1CCCCC1)(c1ccccc1)C(F)(F)F (stereo not drawn)	5.3	-0.2	-1.3	-0.3	-4.1	-7	.	25	7
COCCCNC(=S)N/N=C/c1ccc(N(C)C)cc1Cl	5.5	-0.5	-0.3	-0.4	1.1	12	-3.7	28	16
CSc1nc(Oc2ccccc2)c2sccc2n1	1.1	1.7	-6.5	-0.3	-1.0	8	.	-11	-5
Cc1cc(/C=N/Nc2ncnc(N)c2[N+](=O)[O-])c(C)n1-c1ccccc1	0.5	-0.7	-0.3	-0.2	-0.8	-4	0.0	7	0
COc1ccccc1NC(=S)NC1CC2CCC1C2 (stereo not drawn)	-0.1	0.9	1.1	i	-0.1	4	-0.5	13	1
O=C(O)CCC(=O)N1N=C(c2ccc(Br)cc2)CC1c1cccc(Br)c1 (stereo not drawn)	2.6	1.5	0.9	-0.3	6.1	30	1.1	3	5
CCOc1cc(C(=O)OCC(=O)NCc2ccco2)cc(OCC)c1OCC	-0.4	-0.9	-1.1	i	-1.2	27	.	18	5
O=S(=O)(NCc1ccco1)c1ccc2ccccc2c1	0.3	0.2	-2.8	i	-3.3	1	2.4	2	6
COc1ccc(CCNC(=O)CSc2ncnc3c2oc2ccccc23)cc1OC	1.2	-0.2	-3.3	-0.6	-1.1	3	.	17	2
CCNc1ccc(C(=O)N/N=C/c2c(C)nn(-c3ccccc3)c2N2CCCC2)cc1[N+](=O)[O-]	-2.5	2.0	-2.2	-0.5	.	32	2.1	12	-1
CCOC(=O)Cc1nnc(Nc2ccc(C)cc2C)c2ccccc12	1.0	0.0	-0.7	-0.4	.	-5	.	9	-2
COC(=O)c1ccc(NS(=O)(=O)c2cc3c4c(c2)C(C)C(=O)N4CCC3)cc1 (stereo not drawn)	1.6	-1.8	-1.6	-1.1	0.0	1	0.6	-2	2
CC(C(=O)NC1CCCCCC1)n1cc([N+](=O)[O-])cn1 (stereo not drawn)	-8.4	1.3	-2.3	-0.3	-0.5	9	0.5	-10	0
CCN(CC)CCCNC(=O)CCC(=O)Nc1ccc2nc(N3CCC(C)CC3)cc(C)c2c1	-2.0	1.3	0.3	i	2.9	3	1.5	-3	65*
CC(C)C12CCC(C(=O)O)C(C1)C(=O)O2 (stereo not drawn)	0.3	3.6	-2.6	2.8	-1.6	-7	.	-6	-4
O=C(Nc1ccc2c(c1)OCO2)C1CCN(c2ccc(S(=O)(=O)N3CCOCC3)cc2)CC1	1.9	1.6	0.5	-0.2	-2.4	-9	.	6	4
COc1cccc(OC)c1C(=O)N1CCN(Cc2ccccc2F)CC1	.	.	0.9	i	0.2	5	0.6	12	1
O=C(O)c1cc([N+](=O)[O-])cc2c1C=Cc1ccccc1O2	2.8	-1.7	0.3	2.2	.	-2	-1.4	9	-1
COc1ccccc1N(CC(O)Cn1c(C)nc2ccccc21)S(=O)(=O)c1ccccc1 (stereo not drawn)	0.6	-0.4	-0.3	i	-1.1	13	0.6	1	0
COc1cc2c(cc1OC)CN(Cc1cc(OC)c3c(c1)OCO3)CC2	-1.5	-0.7	-0.9	i	.	9	0.3	-2	2
O=C(C(c1ccccc1)c1ccccc1)N1CCN(Cc2ccc(Br)cc2)CC1	2.3	2.2	-2.1	-3.6	1.4	4	.	2	0
CCNC(=O)C1(C)CCCN(Cc2cc(-c3ccccc3)n(C)n2)C1 (stereo not drawn)	.	.	-1.5	i	-2.0	-1	1.4	10	-2
O=c1c2ccccc2nc2n1C(CBr)CS2 (stereo not drawn)	-2.3	-2.2	-1.9	i	.	-11	0.4	-3	-1

Gathered by group: those above containing a nitro group on carbon
SMILES	UGM FP inh	PfHsp40 yeast	FadD28 FP inh	BH1578 lux ind	Mtb BioA inh	Y pestis TopoI	TcdB GH inh	GDH-TPI inh	FBA Mtb inh
Cc1ccc(NC(=O)c2ccc(NCc3ccco3)c([N+](=O)[O-])c2)cc1Cl	0.2	-0.5	-2.4	-0.4	-0.7	-12	.	5	1
Cc1cc(/C=N/Nc2ncnc(N)c2[N+](=O)[O-])c(C)n1-c1ccccc1	0.5	-0.7	-0.3	-0.2	-0.8	-4	0.0	7	0
CCNc1ccc(C(=O)N/N=C/c2c(C)nn(-c3ccccc3)c2N2CCCC2)cc1[N+](=O)[O-]	-2.5	2.0	-2.2	-0.5	.	32	2.1	12	-1
CC(C(=O)NC1CCCCCC1)n1cc([N+](=O)[O-])cn1 (stereo not drawn)	-8.4	1.3	-2.3	-0.3	-0.5	9	0.5	-10	0
O=C(O)c1cc([N+](=O)[O-])cc2c1C=Cc1ccccc1O2	2.8	-1.7	0.3	2.2	.	-2	-1.4	9	-1
